TbPYK inhibitor: blocks Trypanosoma brucei pyruvate kinase; Q57TT1; 0.12% of 410,000 active; TbPYK enzyme, Kinase-Glo Plus ATP luminescence, 45 min; Potency, µM (top dose mostly 76.8 µM), for the others: at the highest dose activity, negative = inhibition, most hits filed as inhibitors; further: potency means the concentration at half of the fitted maximal effect; on the % scale 0 is the no-effect control and ±100 the full control effect; nearly all actives have a fitted effect of over 50% in size
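Glycolytic pyruvate kinase of T. brucei was incubated with substrate, test compound and 130 uM ADP for 45 minutes at room temperature. Luminescent Kinase-Glo Plus signal was measured after 10 minutes.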
AMA1 RON2 block: disrupts binding of P. falciparum AMA1 to RON2 | AlphaScreen AMA1-biotinylated RON2 peptide binding | Potency, µM (doses to about 58.2 µM), inactives show top-dose activity change, negative = inhibition, actives largely listed as inhibitors | 0.2% of 360,000 active | AID 720542;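 further: potency means the concentration at half of the fitted maximal effect; 0% = vehicle wells and -100% = peptide control; nearly all actives have a fitted effect of over 45% in size; some results filed as inactive show a strong effect at the top dose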
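AMA1 (3D7) with his tag at 25 nM final met compounds first, then biotinylated RON2 peptide at 25 nM; detection used donor plus acceptor beads, 10 µg/mL apiece, read by AlphaScreen after 30 min at room temperature.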
Pf growth 96h: inhibits malaria parasite growth, 96 h. P. falciparum luciferase reporter growth, 96 h. Potency, µM (titrated, usually from 28.7 µM), inactives show top-dose activity change, negative = inhibition, hits mostly inhibitors. 6.9% of 320,000 active. AID 504834; further: potency means the concentration at half of the fitted maximal effect; on the % scale 0 is the no-effect control and ±100 the full control effect
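Luminescence readout: decreased luciferase signal marks inhibited growth of reporter-expressing P. falciparum in infected red cells (2% hematocrit, 0.05% parasitemia final), exposed to compound two generations (96 h, 37 C, 5% CO2).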
Cycloheximide cs: counter-screen for Shiga toxin inhibitors: cycloheximide protein synthesis inhibition; cell reporter, cycloheximide protein synthesis inhibition counterscreen; max response, %; 12% of 300,000 active; AID 2314; in the data active means max response mostly above about 13%, no sharp cut-off; inactive means mostly below about 14%; further: read at 38.3 µM for the half of the compounds with a filed dose; 0% is about no effect
Pf growth 48h: inhibits P. falciparum growth in the first generation, 48 h; 5.9% of 310,000 active; AID 504832; P. falciparum luciferase growth in erythrocytes, 48 h; Potency, µM (doses to about 28.7 µM), for inactives: at the highest dose activity change, negative = inhibition, usual class: inhibitors; further: potency means the concentration at half of the fitted maximal effect; on the % scale 0 is the no-effect control and ±100 the full control effect
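In quantitative HTS format, infected erythrocytes bearing luciferase-reporter parasites were treated for a single generation at 37 C. Luminescence after adding detection reagent served as the growth measure.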
Shiga toxin inh: inhibitors of Shiga toxin in Vero cells; Vero cells, Shiga toxin protein synthesis inhibition reporter; inhibition, % at 38.7 µM; 9.2% of 290,000 active; in the data active means inhibition mostly above about 28%, no sharp cut-off; inactive means mostly below about 43%; further: 0% is about no effect
LmPK inh: inhibitors of Leishmania mexicana pyruvate kinase | purified LmPK, Kinase-Glo ATP luminescence, 1 h | Potency, µM (titrated, usually from 57.5 µM), for the others: at the highest dose activity change, negative = inhibition, hits mostly inhibitors | 0.37% of 290,000 active | AID 1721; further: potency means the concentration at half of the fitted maximal effect; on the % scale 0 is the no-effect control and ±100 the full control effect
Target sequence (Q27686 whole entry, looked up): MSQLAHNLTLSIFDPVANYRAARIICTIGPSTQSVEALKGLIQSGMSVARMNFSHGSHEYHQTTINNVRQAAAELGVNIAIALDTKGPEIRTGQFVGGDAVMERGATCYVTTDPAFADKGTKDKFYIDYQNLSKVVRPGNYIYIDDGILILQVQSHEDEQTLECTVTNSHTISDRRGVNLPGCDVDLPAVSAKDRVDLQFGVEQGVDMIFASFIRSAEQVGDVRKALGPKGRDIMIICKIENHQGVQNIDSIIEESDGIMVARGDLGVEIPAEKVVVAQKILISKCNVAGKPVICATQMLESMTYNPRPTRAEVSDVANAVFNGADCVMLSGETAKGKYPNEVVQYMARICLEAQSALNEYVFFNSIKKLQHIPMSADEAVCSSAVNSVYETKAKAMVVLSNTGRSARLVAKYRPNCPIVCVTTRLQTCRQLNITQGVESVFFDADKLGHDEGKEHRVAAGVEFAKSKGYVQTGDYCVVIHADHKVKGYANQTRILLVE
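qHTS format; LmPK 0.1 nM; substrates PEP 0.5 mM and ADP 0.1 mM. One-hour room-temperature incubation, then coupled luciferase luminescence; 0.5 nM enzyme wells mark activation.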
Numbers without * were called inactive; ? = inconclusive; · = not tested or not shown; & = joins results of further samples; [ ] = remark or other dose. Unless noted, the call rests on the fitted dose curve; in most records, active means well fitted curve in the direction sought with a large enough effect; inconclusive means small, poorly fitted or top-dose-only effect, or another doubt; inactive means no such curve, though single readings can be large; an effect the other way counts as inactive or inconclusive.

Results follow in this order: TbPYK inhibitor	AMA1 RON2 block	Pf growth 96h	Cycloheximide cs	Pf growth 48h	Shiga toxin inh	LmPK inh
[1] COc1ccc(CC(=O)Nc2ccc(N3CCOCC3)cc2)cc1OC
    1%	-4%	-7%	6	?	28	-3%
[2] CCn1cc(CN2CCCC(CNS(=O)(=O)Cc3ccccc3)C2)cn1 (centres undefined)
    3%	-5%	17%	-1	-8%	10	1%
[3] COc1ccccc1N(CC(=O)Nc1ccccc1C(=O)N1CCCC1)S(C)(=O)=O
    -1%	-5%	9.3µM*	-4	2%	-3	1%
[4] COc1ccc(C=C2C(=O)N(C)C(=O)N(C)C2=O)cc1COc1ccc(NC(C)=O)cc1
    -12%	3%	?	-3	-4%	-4	4%
[5] CC(C(=O)Nc1nc2ccccc2[nH]1)N1C(=O)C2CC=CCC2C1=O (centres undefined)
    -2%	78%[activator]	·	5	4%	-13	0%
[6] CCCCn1c(-c2cc(Cl)ccc2OC)n[nH]c1=S
    ?	18%	22%	-3	-19%	-11	13µM*
[7] CC1Cc2ccccc2N1C(=O)CSc1nnc(-c2ccc(S(=O)(=O)N3CCOCC3)cc2)n1C (centres undefined)
    -9%	8%	?	-3	?	-10	1%
[8] COC(=O)c1cc(C)sc1NC(=O)c1cccnc1
    -6%	6%	·	2	11%	-9	-4%
[9] CCSc1ccc(/C(N)=N/OC(=O)c2cccs2)cn1
    -7%	10%	99%[activator]	46*	91%[activator]	88*	-2%
[10] O=C(N/N=C/c1cccc2ccccc12)c1ccccc1Cl
    -1%	-4%	29%	13*	-7%[0.00184 µM]	49	-2%
[11] CC1CCCN(CCCOc2ccc([N+](=O)[O-])cc2)C1 (centres undefined)
    18%	-3%	47%[activator]	1	1%	-4	-1%
[12] Cc1ccc(S(=O)(=O)NCCC(=O)Nc2nccs2)cc1
    9%	2%	-18%	-3	42%[activator]	0	-2%
[13] O=C(NCC1CCCO1)/C(=C\c1ccco1)NC(=O)c1ccccc1 (centres undefined)
    -20%	17%	15%	4	8%	3	-11%
[14] CC(=O)Oc1cc2c(cc1Cl)C1(CC(c3ccccc3Cl)O2)CC(C)(C)NC(=S)N1 (centres undefined)
    -13%	69%[activator]	·	-3	?	-12	4%
[15] N#C/C(=C(/O)COC(=O)Cc1c[nH]c2ccccc12)c1nc2ccccc2[nH]1
    -1%	61%[activator]	?	14*	8%	65*	5%
[16] Cc1cccc(NC(=O)CN2CCN(C(=O)CNC(=O)Cc3cccc4ccccc34)CC2)c1C
    -4%	0%	-2%	·	-27%	·	·
[17] CC1CN(c2c(F)c(N)c3c(=O)c(C(=O)O)cn(C4CC4)c3c2F)CC(C)N1 (centres undefined)
    -6%	·	4.8µM*	-4	7.6µM*	-2	·
[18] Cc1cc(C(F)F)n2nc(C(=O)Nc3sc4c(c3C#N)CCC4)nc2n1
    -8%	-4%	240%[activator]	-3	49%[activator]	-8	2%
[19] CC1CCCN(C(=O)c2ccc3c(c2)OCO3)C1 (centres undefined)
    3%	0%	52%[activator]	4	13%	22	2%
[20] CC1CCCC(C)N1c1nnc(N)s1 (centres undefined)
    ?	29%	54%[activator]	5	35%[activator]	10	1%
[21] Cc1nn(CC(=O)OCCOc2ccc(Br)cc2)c(C)c1[N+](=O)[O-]
    5%	6%	16%	8	8%	-4	3%
[22] Cc1ccc(S(=O)(=O)Nc2ccc(NC(=O)CN3CCCCC3)cc2)cc1
    -6%	-5%	137%[activator]	-4	4%	-5	0%
[23] COCCC1CCCCN1C(=O)c1ccc2nc(Cc3ccccc3F)oc2c1 (centres undefined)
    -15%	-7%	5%	61*	?	97*	-3%
[24] CCCCC(=O)Nc1ccc(C(=O)NCCCn2ccnc2)cc1
    -1%	-7%	18%	3	7%	17	1%
[25] COc1ccc(CNC(=O)COc2ccc(S(=O)(=O)NC(C)C)cc2)cc1
    -11%	11%	5%	-1	-9%	-10	-2%
[26] Fc1ccc2nc(N3CCCCC3)sc2c1
    -4%	0%	66%[activator]	30*	·	82*	-7%
[27] O=C(Cc1c(F)cccc1Cl)Nc1nc2ccccc2s1
    3%	-9%	14%	38*	24%	113*	4%
[28] CC(C)NC(=O)NC(=O)COc1ncnc2sccc12
    -13%	-20%	0%	6	9%	9	-2%
[29] CCCn1c(SCC(=O)NC2CC2)nnc1-c1cccs1
    0%	-10%	-18%	-1	13%	-31	-14%
[30] O=C(Nc1ccc(F)cc1)c1ccc(S(=O)(=O)N2CCCC2)cc1
    3%	7%	-4%	-3	?	-5	-1%
[31] O=S(=O)(Nc1ccc(N2CCCCC2)cc1)c1ccc(F)cc1F
    -7%	?	?	16*	?	21	0%
[32] O=C(NCC1CCCO1)Nc1ccc(Cl)cc1 (centres undefined)
    -7%	2%	·	44*	62%[activator]	74*	-1%
[33] COc1ccc(NC(=O)C2CCC(CNc3c(N4CCC(C)CC4)c(=O)c3=O)CC2)cc1OC (centres undefined)
    1%&-1%	-5%&-2%	-39%	-4	·	-16	-1%
[34] CCc1ccc(N2CC34C=CC(O3)C(C(=O)OC)C4C2=O)cc1 (centres undefined)
    2%	-6%	?	-2	25%	14	-5%
[35] Cc1nn(Cc2ccccc2)c(N)c1C#N
    2%	-1%	12µM*	-4	15%	-8	-2%
[36] COc1cc(NC(=S)NCc2cccnc2)cc(OC)c1
    -10%	-3%	358%[activator]	0	2%	-12	2%
[37] CC1CCCCC1NC1=NCCCS1 (centres undefined)
    ·	·	-8%	-4	?	18	9%
[38] Cc1cnc(C(=O)Nc2ccc(N3CCOCC3)cc2)cn1
    1%	11%	15%	22*	114%[activator]	66*	1%
[39] O=C(N/N=C/c1ccccn1)c1ccc(Cl)cc1
    3%	97%[activator]	14%	46*	15µM*	102*	-2%
[40] Cc1nc(N2CCOCC2)nc2c1CCC2
    0%	55%[activator]	28%	13	35%[activator]	21	-1%
[41] Cc1cc(NC(=O)COc2cccc([N+](=O)[O-])c2)no1
    -7%	8%	-29%	-2	1.7µM*	-8	-7%
[42] CSc1nc(Cl)c(Cc2ccc(OC(C)C)cc2)c(N(C)C)n1
    -2%	9%	?	0	-25%	13	0%
[43] Cc1nn(-c2ccccc2)c(N)c1C(O)(C(F)(F)F)C(F)(F)F
    -7%	8%	54%[activator]	1	10%	13	-1%
[44] C/C(N)=C(/C#N)C(=O)CSc1nnc(Nc2ccccc2C)s1
    0%	-17%	7.4µM*	46*	58%[activator]	51*	1%
[45] COC(=O)CCC(=O)OC1(C)C(=O)C=C2C=C(C3CC3)N(Cc3ccccc3)C=C2C1=O (centres undefined)
    0%	4%	?	4	?	-6	2%[11.5 µM]
[46] CCOC(=O)C1CCCN(S(=O)(=O)c2ccc3ccccc3c2)C1 (centres undefined)
    -3%	42%[activator]	-6%	1	102%[activator]	14	-2%
[47] CCCNC(=O)COc1ccc(-c2nn(C)c(=O)c3ccccc23)cc1
    -2%	4%	10%	8	4%	7	-1%
[48] O=C(c1ccco1)N1CCN(C(=O)C(Sc2ccccc2)c2ccccc2)CC1 (centres undefined)
    4%	-19%	-3%	4	-22%	-1	-3%
[49] O=C(CSc1nnc2n1CCCN2)c1ccccc1
    -1%	0%	78%[activator]	38*	31%[activator]	53*	-1%
[50] O=C(NCc1csc(-c2cccs2)n1)Nc1ccc(C(F)(F)F)cc1
    -3%	2%	?	-1	-4%	-7	-8%
[51] COc1ccc(CC(=O)NCCS(=O)(=O)N2CCN(c3ccccc3OC)CC2)cc1
    -4%	-13%	-10%	·	4%	·	·
[52] CCOC(=O)NC(=O)/C(C#N)=N/Nc1c(F)cccc1F
    5%	4%	·	-1	-8%	17	4%
[53] O=C(CSc1nnc(-c2cccnc2)n1Cc1ccco1)c1ccc(Cl)cc1
    -10%	-1%	?	-4	-17%	-5	3%
[54] Cc1ccc(S(=O)(=O)N/N=C/c2cnn(C)c2C)cc1
    4%	-1%	14%	-3	16%	-8	1%
[55] COc1ccc(CCNC(=O)c2nn(C)cc2Cl)cc1
    2%	18%	-30%	27*	31%[activator]	76*	-10%
[56] Cc1ccc(NC(=O)COCC(=O)Nc2ccc(C)cc2)cc1
    2%	6%	-14%	-2	23%	-2	-4%
[57] COc1cc2c(cc1OC)C(COc1ccc([N+](=O)[O-])cc1)NCC2 (centres undefined)
    -1%	-5%	9%	-3	13%	-5	5%
[58] O=[N+]([O-])c1cn(Cc2ccc(Cl)cc2)cn1
    -2%	0%	?	-5	-11%	-41	1%

Eleven of the compounds above, as a markdown table.
| # | canonical_smiles | TbPYK inhibitor | AMA1 RON2 block | Pf growth 96h | Cycloheximide cs | Pf growth 48h | Shiga toxin inh | LmPK inh |
| --- | --- | --- | --- | --- | --- | --- | --- | --- |
| 41 | Cc1cc(NC(=O)COc2cccc([N+](=O)[O-])c2)no1 | -7% | 8% | -29% | -2 | 1.7µM* | -8 | -7% |
| 42 | CSc1nc(Cl)c(Cc2ccc(OC(C)C)cc2)c(N(C)C)n1 | -2% | 9% | ? | 0 | -25% | 13 | 0% |
| 43 | Cc1nn(-c2ccccc2)c(N)c1C(O)(C(F)(F)F)C(F)(F)F | -7% | 8% | 54%[activator] | 1 | 10% | 13 | -1% |
| 44 | C/C(N)=C(/C#N)C(=O)CSc1nnc(Nc2ccccc2C)s1 | 0% | -17% | 7.4µM* | 46* | 58%[activator] | 51* | 1% |
| 45 | COC(=O)CCC(=O)OC1(C)C(=O)C=C2C=C(C3CC3)N(Cc3ccccc3)C=C2C1=O (centres undefined) | 0% | 4% | ? | 4 | ? | -6 | 2%[11.5 µM] |
| 46 | CCOC(=O)C1CCCN(S(=O)(=O)c2ccc3ccccc3c2)C1 (centres undefined) | -3% | 42%[activator] | -6% | 1 | 102%[activator] | 14 | -2% |
| 47 | CCCNC(=O)COc1ccc(-c2nn(C)c(=O)c3ccccc23)cc1 | -2% | 4% | 10% | 8 | 4% | 7 | -1% |
| 48 | O=C(c1ccco1)N1CCN(C(=O)C(Sc2ccccc2)c2ccccc2)CC1 (centres undefined) | 4% | -19% | -3% | 4 | -22% | -1 | -3% |
| 49 | O=C(CSc1nnc2n1CCCN2)c1ccccc1 | -1% | 0% | 78%[activator] | 38* | 31%[activator] | 53* | -1% |
| 50 | O=C(NCc1csc(-c2cccs2)n1)Nc1ccc(C(F)(F)F)cc1 | -3% | 2% | ? | -1 | -4% | -7 | -8% |
| 51 | COc1ccc(CC(=O)NCCS(=O)(=O)N2CCN(c3ccccc3OC)CC2)cc1 | -4% | -13% | -10% | · | 4% | · | · |

Outcome played no part in choosing rows. About 21% of those tested had a hit in this group.
